# From PubChem
# PvdQ inh – P. aeruginosa PvdQ acylase inhibitors, primary screen, biochemical, fluorescence, plate reader and imaging, single point | PvdQ acylase [Pseudomonas aeruginosa LESB58] | purified PvdQ acylase | inhibition, % at 10 µM | 0.063% of 340,000 active | AID 488965, 2010; in the data active means inhibition above about 30%, passing the limit was not always enough; inconclusive means no clear call, values can overlap the other calls;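 further: 0% = vehicle neutral wells and 100% = reference inhibitor wells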
# CAL PDZ FP-1 – untagged CAL PDZ binding inhibitors, primary screen, biochemical, fluorescence polarization, HTS | Golgi-associated PDZ and coiled-coil motif-containing protein (Homo sapiens), Q9HD26 | purified CAL PDZ, TMR-peptide fluorescence polarization, 1 h | inhibition, % at 24.9 µM | 0.92% of 300,000 active | AID 602252, 2012;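 active means mean inhibition of at least 30% with at least half of replicates also reaching 30%; inconclusive means no clear call, values can overlap the other calls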;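 further: 0% = DMSO neutral control and 100% = excess unlabeled competitor peptide PRC23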
# MITF TRPM1 HTS – activators of MITF-driven TRPM1 promoter reporter, primary screen, cell-based, SK-MEL-5, luciferase, single point; SK-MEL-5 TRPM1-promoter luciferase, 24 h; % of positive control, neutral wells = 0; activation, % at 12.5 µM; 0.75% of 300,000 active; AID 588334, 2011;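 active means mean activation of at least 80% with every replicate also reaching 80%; inconclusive means mean reaches 80% but some replicate falls short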;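 further: 0% = neutral control wells and 100% = parthenolide positive control wells; values of inactives mirror those of a sister screen read the other way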
# SR-BI uptake up – activators of SR-BI mediated DiI-HDL uptake, primary screen, ldlA[mSR-BI] CHO cells, DiI fluorescence. 3 h; 100 = double the neutral-control signal. activation, % at 12.5 µM. 0.096% of 320,000 active. AID 504775, 2011;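 active means mean replicate activation of at least 60% and every replicate at or above 60%; inconclusive means mean or all-replicate condition met, but not both; inactive means mean below 60% and not all replicates reaching 60%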;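 further: 0% = median plate neutral-control signal and 100% = twice that signal; values of inactives mirror those of a sister screen read the other way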
#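 Test system: SR-BI-overexpressing, LDLR-lacking CHO cells; Also added: labelled HDL, 10 µg/mL; Measured by: bottom-read cell fluorescence after medium removal, ex 550/em 595 nm; Timing: 3 h uptake period with compound, 37 °C; Buffer or medium: F12, 0.5% BSA, 25 mM HEPES; Doses: single compound concentration, delivered by pin transfer.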
# Rtt109 Vps75 – inhibitors of C. albicans Rtt109/Vps75 HAT, primary screen, biochemical, ThioGlo CoA-SH fluorescence, plate reader. AID 540336, 2011. 0.16% of 330,000 active. purified Rtt109/Vps75, 4 h. Histone acetyltransferase RTT109 (Candida albicans (strain SC5314 / ATCC MYA-2876)), …. inhibition, % at 34.9 µM;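 active means inhibition of at least 50% in every replicate; inconclusive means best replicate reaches 50% inhibition but some replicates fall short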
# PfHsp90 set2 – growth inhibition of PfHsp90-expressing yeast, primary screen, antimalarial PfHsp90 inhibitor project, S. cerevisiae, BacTiter-Glo luminescence, single point, set 2 | BacTiter-Glo ATP, 48 h; yeast lacking PDR1 and PDR3 efflux regulators | inhibition, % at 9.4 µM | 0.32% of 310,000 active | AID 504621, 2011;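 active means every replicate shows inhibition above about 80%, whatever the replicate mean, limit read from the data; inconclusive means mean inhibition reaches the set limit but some replicate falls short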;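 further: 0% = DMSO neutral controls and 100% = 20 µM radicicol positive controls; yeast relying on Plasmodium falciparum Hsp90 in place of its own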
# NSD2 HMT inh – NSD2 histone methyltransferase inhibitors, primary screen, biochemical, AlphaScreen, single concentration, set 2; inhibition, % at 12.5 µM; NSD2 peptide methylation, 120 min; 0.54% of 310,000 active; in the data active means inhibition above about 50%
# Target sequence (O96028 whole entry, looked up): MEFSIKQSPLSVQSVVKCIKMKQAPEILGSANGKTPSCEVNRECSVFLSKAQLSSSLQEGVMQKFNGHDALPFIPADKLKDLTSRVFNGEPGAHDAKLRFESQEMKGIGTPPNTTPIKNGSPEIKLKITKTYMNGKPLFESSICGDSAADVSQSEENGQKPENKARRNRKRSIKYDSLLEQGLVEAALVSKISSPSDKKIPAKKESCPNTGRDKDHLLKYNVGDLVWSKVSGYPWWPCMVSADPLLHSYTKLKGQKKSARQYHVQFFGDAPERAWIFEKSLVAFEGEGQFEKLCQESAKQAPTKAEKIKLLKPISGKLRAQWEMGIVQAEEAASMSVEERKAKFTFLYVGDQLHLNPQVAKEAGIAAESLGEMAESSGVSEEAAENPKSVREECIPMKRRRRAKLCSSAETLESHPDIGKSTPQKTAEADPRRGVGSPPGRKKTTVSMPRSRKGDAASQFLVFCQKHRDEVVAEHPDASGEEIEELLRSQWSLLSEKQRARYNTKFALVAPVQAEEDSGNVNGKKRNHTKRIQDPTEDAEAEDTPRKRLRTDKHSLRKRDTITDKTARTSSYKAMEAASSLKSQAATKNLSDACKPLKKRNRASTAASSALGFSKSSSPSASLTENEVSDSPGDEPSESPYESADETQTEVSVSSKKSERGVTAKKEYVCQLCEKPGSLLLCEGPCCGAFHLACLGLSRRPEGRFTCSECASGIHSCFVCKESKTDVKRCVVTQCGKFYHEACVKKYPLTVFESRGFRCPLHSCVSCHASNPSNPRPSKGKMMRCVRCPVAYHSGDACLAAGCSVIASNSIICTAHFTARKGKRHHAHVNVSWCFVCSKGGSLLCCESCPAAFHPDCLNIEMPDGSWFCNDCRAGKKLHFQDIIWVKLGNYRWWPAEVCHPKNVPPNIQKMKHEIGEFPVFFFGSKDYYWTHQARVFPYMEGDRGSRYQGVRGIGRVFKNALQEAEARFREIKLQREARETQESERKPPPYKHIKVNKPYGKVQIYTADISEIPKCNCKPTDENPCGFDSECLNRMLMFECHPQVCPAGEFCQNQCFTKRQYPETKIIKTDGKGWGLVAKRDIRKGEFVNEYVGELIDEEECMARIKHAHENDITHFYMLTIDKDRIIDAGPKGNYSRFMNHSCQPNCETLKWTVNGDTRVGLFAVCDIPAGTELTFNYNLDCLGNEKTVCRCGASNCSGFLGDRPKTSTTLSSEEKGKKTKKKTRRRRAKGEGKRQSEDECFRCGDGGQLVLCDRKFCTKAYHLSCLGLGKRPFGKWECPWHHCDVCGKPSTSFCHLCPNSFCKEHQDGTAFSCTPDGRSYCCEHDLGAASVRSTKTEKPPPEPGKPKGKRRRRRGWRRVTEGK
# dFosB act – activators of delta FosB homodimer, primary screen, biochemical, fluorescence polarization, TAMRA-CDK5 oligo, single point | Protein FosB (Mus musculus), P13346 | purified delta FosB; percent of positive-control signal above neutral wells | activation, % at 25 µM | 0.99% of 340,000 active;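 active means mean activation above about 17%, with every replicate also reaching it, limit read from the data, passing the limit was not always enough; inconclusive means only one of the two conditions met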;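 further: fluorescence polarization rise as delta FosB binds a TAMRA Cdk5 AP-1 oligo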
# CAL PDZ FP-2 – CAL PDZ peptide-binding inhibitors, primary screen, biochemical, fluorescence polarization, Cer-tagged CAL PDZ, HTS | inhibition, % at 20 µM | 0.02% of 330,000 active | AID 504414, 2011 | Golgi-associated PDZ and coiled-coil motif-containing protein (Homo sapiens), Q9HD26 | purified CAL PDZ, TMR-peptide fluorescence polarization, 1 h;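 active means highest replicate inhibition of at least 40%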;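 further: plate controls were DMSO neutral control wells for no effect and unlabeled competitor peptide control wells for full effect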
#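 Read-out basis: mP drop reported as inhibition | Assay system: Tagged CAL PDZ protein CerCALP, purified | Benchmarks: Unlabelled peptide for full inhibition, DMSO wells as neutral | Schedule: 1 h incubation at room temperature before polarization reading | Buffer or medium: Sodium phosphate/NaCl buffer pH 7.4 with TCEP, IgG, Thesit | Doses: Single point, 20 µM | Measured by: Fluorescence polarization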
# SR-BI DiI inh – inhibitors of SR-BI mediated HDL lipid uptake, primary screen, ldlA[mSR-BI] cells, fluorescence, single point; Scavenger receptor class B member 1 (Mus musculus), Q61009; ldlA[mSR-BI] CHO cells, DiI-HDL uptake fluorescence, 3 h; inhibition, % at 12.5 µM; 0.96% of 320,000 active; AID 488896, 2010;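 active means mean replicate inhibition of at least 70% and a set share of replicates each scoring 70 or more; inconclusive means meets just one of the two criteria; inactive means fails both criteria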;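 further: 0% = median of neutral control wells and 100% = median of positive control wells; values of inactives mirror those of a sister screen read the other way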
# Active calls of the source: *; i = inactive; u = inconclusive; x = not tested or not shown.
canonical_smiles	PvdQ inh	CAL PDZ FP-1	MITF TRPM1 HTS	SR-BI uptake up	Rtt109 Vps75	PfHsp90 set2	NSD2 HMT inh	dFosB act	CAL PDZ FP-2	SR-BI DiI inh
CC(C)OP(=O)(c1ccc(N(C)C)cc1)C(O)c1ccccc1F (stereo unspecified)	-3.7	0.3	x	13.3	-15.7	-1.2	0.5	-2.4	0.7	-13.3
CCC(C)(C)NC(=O)CN(CC1CCCO1)C(=O)CCC(=O)Nc1nccs1 (stereo unspecified)	6.6	-4.7	x	22.4	12.7	18.0	-3.5	-3.9	0.1	-22.4
c1ccc(CN2CCOCC2)nc1	-13.8	1.9	6.1	17.8	-2.5	25.2	-0.4	-3.2	-1.0	-17.8
CN1CCN(S(=O)(=O)c2ccc3[nH]c(=O)oc3c2)CC1	1.6	-3.9	3.9	11.8	-1.5	2.1	-0.3	1.1	0.4	-11.8
Cc1nc(SCC(=O)Nn2c(-c3ccccc3)nc3ccccc3c2=O)n[nH]1	-6.9	-1.5	-3.8	6.8	-4.9	-24.0	-0.1	1.0	-0.7	-6.8
CC(=O)Nc1ccc(S(=O)(=O)Oc2cccc(/C=C3\SC(N)=NC3=O)c2)cc1	-3.5	-0.7	-10.0	2.0	-2.3	-15.7	-8.6	32.9*	-3.3	-2.0
CC(C)c1ccc2nc(N)sc2c1	-5.5	8.1	92.0*	20.1	-1.2	8.9	1.3	-0.6	-0.4	-20.1
CSc1cccc(N2CC(C(=O)Nc3cccc(S(=O)(=O)N4CCCC4)c3)CC2=O)c1 (stereo unspecified)	-12.5	-1.3	-13.8	-13.5	2.9	x	-0.1	-16.5	-2.2	13.5
O=C1NN(c2ccccc2)C(=O)/C1=C\c1coc2ccc(O)cc2c1=O	17.2	3.4	-9.8	x	31.0	8.1	10.5	-2.5	-0.4	x
COc1cc(/C=C/C(=O)OCC(=O)NC(=O)NC(C)C)cc(OC)c1OC	9.9	0.1	-8.3	-66.6	3.3	3.5	6.7	-6.1	-0.4	66.6
O=C(CCn1cccc1)Nc1nccs1	-13.0	-1.7	7.1	-1.6	0.5	-23.6	1.5	7.0	-1.2	1.6
COC(=O)CSc1nnc(-c2ccc3c(c2)OCO3)n1C	6.5	-0.3	-1.3	-5.2	-15.3	-16.2	-2.4	-3.1	-0.5	5.2
Cc1[nH]n(-c2ccccc2)c(=O)c1/C=N/N(C)c1ccccc1	-8.6	-2.5	-8.1	28.6	-7.0	-7.6	11.2	-4.5	-2.3	-28.6
Cc1cc(C)c2c(N)c(S(=O)c3ccc(C(C)(C)C)cc3)sc2n1 (stereo unspecified)	-10.3	2.2	5.2	19.2	7.5	-4.8	0.0	-17.4	-1.8	-19.2
O=C(Nc1cc(Cl)ccc1Cl)C1CC(=O)N(c2ccccc2)C1 (stereo unspecified)	-12.5	-3.6	-3.4	1.4	-1.8	-18.6	-4.0	19.9*	9.7	-1.4
CCn1ccnc1CN(C)Cc1cn(-c2ccccc2)nc1-c1ccc(OC)cc1F	-5.6	-2.6	7.2	-23.1	8.8	3.6	11.9	-11.3	-0.3	23.1
CN(Cc1ccccc1)C(=O)c1ccc(NC(=O)Cc2ccc(NC(=O)C3CCN(S(=O)(=O)c4cccc([N+](=O)[O-])c4)CC3)cc2)cc1	-8.6	-3.7	-19.4	12.7	-2.7	7.8	x	3.1	-0.4	-12.7
C/C=C/C=C/C(=O)O	-15.2	-2.4	-0.6	6.7	-0.6	-20.3	x	2.8	-0.6	-6.7
CCCc1cc(=O)[nH]c(NCc2ccc(Cl)cc2)n1	8.2	-3.1	-7.2	45.2	14.8	9.7	-1.5	-5.4	-0.5	-45.2
CN1CCC[C@@H]1CCO[C@](C)(c1ccccc1)c1ccc(Cl)cc1	-9.3	-2.9	17.0	2.8	7.9	4.1	x	-2.8	-2.3	-2.8
COc1ccc(NC(=O)Cn2cnc3c(oc4nc5c(cc43)COC(C)(C)C5)c2=O)cc1	3.1	5.5	-7.5	-4.1	1.4	32.2	-0.6	-4.2	-0.2	4.1
Cc1cc(C)cc(N(C(=O)c2snc(C(N)=O)c2N)C(C(=O)NCC2CCCO2)c2cccs2)c1 (stereo unspecified)	-12.6	10.9	-12.5	-1.4	-0.6	-14.1	-2.9	-15.4	-1.2	1.4
CCS(=O)(=O)c1nc(S(=O)(=O)c2ccc(C)cc2)c(N2CCC(O)CC2)s1	8.7	x	-8.0	11.9	16.9	14.4	-0.7	0.3	0.5	-11.9
N/C(=N\OS(=O)(=O)c1ccc(Cl)cc1)c1ccccn1	-7.7	-5.6	8.8	13.0	-14.7	-43.2	6.7	-0.7	-3.0	-13.0
CCN(CC)C(=O)C(=O)c1cccn1-c1cccc(OC)c1C#N	3.6	-0.7	-15.7	4.4	x	-15.5	-0.7	0.1	-1.2	-4.4
CNC(=S)N1CCc2sccc2C1C (stereo unspecified)	-6.2	-3.2	1.0	-7.7	-7.8	-2.5	6.6	5.6	0.0	7.7
Cc1ccccc1Oc1ncnc(N)c1[N+](=O)[O-]	1.1	-2.2	-5.0	27.2	6.2	-11.9	-3.8	-6.2	-0.3	-27.2
CC(C)[C@H](NC(=O)c1ccccc1)C(=O)Nc1cccc(S(=O)(=O)N2CCOCC2)c1	-9.9	-6.3	-11.2	5.2	-14.2	1.1	-2.2	-3.8	-0.8	-5.2
Cc1cccc(NC(=O)C2CCN(S(=O)(=O)c3cccc4cccnc34)CC2)c1	-15.9	-1.7	-12.3	-20.1	3.0	-7.8	x	-5.7	-0.5	20.1
COc1ccc(S(=O)(=O)N2CCN(C(=O)c3cc4c(s3)CCC4)CC2)cc1	-21.5	-25.4	-12.3	9.1	-3.9	x	x	-10.1	-2.6	-9.1
COCCn1c(SCC(=O)NCC2CCCO2)nc2c([nH]c3ccccc32)c1=O (stereo unspecified)	-13.6	-4.3	-17.3	9.7	-7.5	7.4	x	-2.2	-1.1	-9.7
N#Cc1ccsc1NC(=O)CCN1CCN(C(c2ccccc2)c2ccccc2)CC1	-22.3	x	-4.5	x	5.4	-3.3	-7.1	4.4	-1.4	x
c1cnc2nc3c4ccccc4c4ccccc4c3nc2c1	7.1	-5.0	-8.2	-25.6	u	-18.9	0.5	-13.2	0.0	25.6
Cc1onc(-c2ccccc2Cl)c1C(=O)Nc1nnc(-c2cccc([N+](=O)[O-])c2)s1	3.6	4.9	-0.1	-12.6	19.4	-35.1	x	-2.5	-0.8	12.6
CC(=O)Oc1cc2oc(=O)c3c(c2cc1Cl)CCC3	-8.9	-5.9	-3.3	-6.5	i	-10.0	-3.4	-5.6	-1.8	6.5
Cc1cccc(N2C(=O)CC(n3ccnc3)C2=O)c1C (stereo unspecified)	-5.1	x	-11.2	19.5	8.1	-3.1	-2.5	2.6	-1.2	-19.5
Cc1ccc(C)c(CN2CCC(CNC(=O)CCc3nnc4ccc(N5CCCCC5)nn34)CC2)c1	0.2	-1.0	-3.0	6.3	8.9	-0.7	2.4	-18.1	-2.1	-6.3
CCOC(=O)C(=O)NNc1ccccc1C	-13.4	2.7	-5.5	u	-10.5	1.3	1.6	-5.3	-1.0	-63.8
CCCn1nc([N+](=O)[O-])c(C(C#N)c2nc3ccccc3s2)c(Cl)c1=O (stereo unspecified)	7.8	1.2	-39.0	7.8	14.5	-15.5	51.7*	7.9	0.5	-7.8
Cc1nn(CC(=O)N2CCCCC2)c(=O)c2nn(-c3ccccc3)c(C)c12	-18.6	0.7	0.3	8.0	-4.4	21.9	-1.1	-5.6	-1.2	-8.0
Cc1cnc(C(=O)OCC(=O)Nc2ccc(OCc3ccccc3)cc2)cn1	-7.8	x	95.7*	3.6	-0.2	-4.4	-0.2	-6.6	0.1	-3.6
CCN(CC(N)=O)S(=O)(=O)c1ccc(Br)cc1	3.7	0.1	-9.1	3.6	11.7	5.5	-1.6	6.1	-2.9	-3.6
CCCN(CC1CC1)C(=S)Nc1ccc(C(C)=O)cc1	1.8	-3.4	-0.8	11.9	14.3	18.4	0.4	4.6	-0.8	-11.9
O=C(COC(=O)CC1CC2CCC1C2)Nc1ccc(Cl)c(S(=O)(=O)N2CCOCC2)c1 (stereo unspecified)	-10.7	8.2	-9.0	20.1	6.8	x	-1.7	-16.0	-0.5	-20.1
CC(C)Oc1ccc(C2CC(=O)N(c3cccc(/C=C/C(=O)O)c3)C2=O)cc1 (stereo unspecified)	-10.7	-2.3	0.9	14.2	-3.6	-1.4	-1.8	-4.8	-0.9	-14.2
S=C(NCC1CCCO1)Nc1ccc(Cl)c(Cl)c1 (stereo unspecified)	-8.4	-2.1	23.0	-4.0	-13.5	-5.0	-3.1	-3.2	-2.9	4.0
COc1ccc(-n2c(SCC(=O)NCc3ccco3)nnc2-c2c[nH]c3ccccc23)cc1	-2.5	-3.1	5.3	-71.4	17.4	10.9	x	-2.0	0.1	71.4*

# Compounds were not picked by outcome; any-hit rate near 4.3%.
